MITF inh – inhibitors of human MITF | O75030 | AlphaScreen MITF homodimerization, bead proximity signal | inhibition, % at 2.6 µM | 650,000 compounds, 0.91% hits | AID 1259374; in the data active = inhibition above about 50%;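 note: 0% = vehicle wells with protein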
TEAD-YAP inh – TEAD-YAP interaction inhibition; HEK-TIYL cells, TEAD-Gal4/YAP UAS-luciferase luminescence; inhibition, % at 9.12 µM; 640,000 compounds, 1.4% hits; in the data active = inhibition above about 32%;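 note: 0% = median of test compound wells and 100% = reference inhibitor wells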
FBW7 act – human FBW7 E3 ligase activation, primary screen | Q969H0 | AlphaScreen FBW7–phospho-cyclin E peptide binding, activator screen | normalized activity (activation), % at 26.1 µM | 650,000 compounds, 0.13% hits | AID 1259310; in the data active = normalized activity above about 1.9%;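 note: purified mutant Fbw7 with reduced substrate affinity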
Target sequence (Q969H0 whole entry, looked up): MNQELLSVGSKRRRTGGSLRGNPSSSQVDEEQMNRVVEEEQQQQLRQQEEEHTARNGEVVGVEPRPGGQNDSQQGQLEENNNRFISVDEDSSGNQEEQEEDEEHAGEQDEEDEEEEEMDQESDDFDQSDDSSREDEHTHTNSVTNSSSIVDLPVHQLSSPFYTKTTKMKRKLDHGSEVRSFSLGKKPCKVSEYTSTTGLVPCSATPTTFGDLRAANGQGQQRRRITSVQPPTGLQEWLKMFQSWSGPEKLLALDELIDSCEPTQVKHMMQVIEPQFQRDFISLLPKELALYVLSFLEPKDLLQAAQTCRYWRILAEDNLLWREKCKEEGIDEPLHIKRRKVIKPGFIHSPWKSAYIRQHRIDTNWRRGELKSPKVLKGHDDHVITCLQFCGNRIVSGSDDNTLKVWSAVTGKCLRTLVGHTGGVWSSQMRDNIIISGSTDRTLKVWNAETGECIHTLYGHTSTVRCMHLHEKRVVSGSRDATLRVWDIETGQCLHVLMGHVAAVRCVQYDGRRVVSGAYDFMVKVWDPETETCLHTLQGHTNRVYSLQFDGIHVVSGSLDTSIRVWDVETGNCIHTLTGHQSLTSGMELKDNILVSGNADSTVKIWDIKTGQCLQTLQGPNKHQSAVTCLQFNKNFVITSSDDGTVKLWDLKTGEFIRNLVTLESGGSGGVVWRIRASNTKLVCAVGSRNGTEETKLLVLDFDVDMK
GPR151 ag – activates the human receptor GPR151 | Q8TDV0 | 650,000 compounds, 1% hits | PathHunter beta-arrestin GPR151 cells, luminescence | activation, % at 11.2 µM; in the data active = activation above about 4.9%;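 note: 0% = median of compound wells and 100% = cells with positive control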
* = called active by the depositor.

SMILES | MITF inh | TEAD-YAP inh | FBW7 act | GPR151 ag
CC1(C)CC2CC(C)(CN2C2CCC(=O)N(Cc3cccnc3)CC2)C1 (stereo not given) | 14 | 10 | 0.2 | -0.9
O=C(C1CCCN(S(=O)(=O)c2cccc3nsnc23)C1)N1CCCCC1 (stereo not given) | 10 | -2 | 0.1 | -0.3
COc1ccc(C2(C(=O)N3CCC(Cn4nc(-c5ccco5)ccc4=O)CC3)CC2)cc1 | 9 | 0 | -0.1 | 0.4
O=C1CCCN1CCCNc1nc(Nc2ccncc2)nc2nc[nH]c12 | 2 | 5 | 0.1 | 2.2
O=S(=O)(NCC1CCCO1)c1ccc(Oc2ccc(S(=O)(=O)NCC3CCCO3)cc2)cc1 (stereo not given) | 15 | 59* | 0.3 | 0.1
CCCOc1ccc(CNC(=O)CCCn2sc3ccccc3c2=O)cc1 | 5 | -6 | -0.2 | -0.1
CCCOc1ccc(C=O)cc1OCC | -4 | 12 | 0.0 | -1.4
Cc1c(C(=O)c2ccc(S(=O)(=O)N(C)C)cc2)c2ccccn2c1CCC#N | 8 | 2 | 0.1 | -0.6
CCOC(=O)c1nnn(-c2nonc2N)c1CN1CCN(c2ccccn2)CC1 | 4 | 6 | -0.1 | 2.1
COCCNC(=O)CCN1C(=O)COc2ccccc21 | -10 | -11 | 0.4 | -0.6
Cc1cc(=O)oc2cc(OCc3ccc(C(=O)OC4CCOC4=O)cc3)ccc12 (stereo not given) | 7 | 0 | 0.0 | -0.7
O=C1c2ccccc2C(Nc2ccc(Cl)cn2)N1c1ccccn1 (stereo not given) | -11 | 9 | -0.2 | -0.7
COc1ccc(CN2CCCCC2C)cc1C (stereo not given) | 9 | 4 | -0.2 | 1.0
CC(C)(C)c1ccc(C(=O)OCC(=O)Nc2ccccc2C#N)cc1 | -7 | 9 | 0.9 | -0.2
Cc1cc(=O)n2nc(N3CCCC(C(=O)NCc4cccnc4)C3)sc2n1 (stereo not given) | 4 | -14 | -0.1 | -1.6
COC(=O)c1cc(CNC(=O)C(C)C)cc(NS(=O)(=O)c2ccc(F)cc2)c1 | -29 | 8 | 0.1 | 0.4
Cc1ccc(S(=O)(=O)NCCOC23CC4CC(CC(C4)C2)C3)cc1C | -15 | -11 | -0.1 | 0.7
COc1ccc(C2C(C#N)=C(N)OC3=C2C(=O)CC(c2ccccc2Cl)C3)cc1 (stereo not given) | -1 | 24 | -0.1 | 1.5
O=C(Nc1cn[nH]c1-c1ccc(F)cc1)c1ncn[nH]1 | 15 | -2 | 0.6 | 0.6
COCCCNC(=O)CC1CSc2nc3c(cnn3-c3ccc(F)cc3)c(=O)n21 (stereo not given) | 10 | 30 | 0.1 | -2.7
CCS(=O)(=O)N1CCC(NC(=O)Nc2ccccc2-c2ccccc2)CC1 | 7 | 2 | 0.0 | -0.2
CCOC(=O)c1cc(C(=O)NNC(=O)c2ccc(C(C)(C)C)cc2)c(C)nc1C | 6 | -10 | 0.1 | 3.0
Cc1ccc(-n2cc(C(=O)N3CCOCC3)c3ccccc3c2=O)cc1C | 2 | 2 | 0.0 | -1.2
O=C(CN1Cc2ccccc2C1=O)N1CCN(c2ccc(Cl)cc2)CC1 | 4 | 9 | 0.1 | 0.0
C=CCN1C(=O)CCNc2ccccc21 | 9 | 1 | 0.1 | 1.0
Cc1cc(C)n(-c2nc3ccccc3nc2C)n1 | 7 | -5 | 0.2 | -0.8
COc1ccccc1CCc1nnc(CCC(=O)NCCc2cccc(F)c2)o1 | 14 | 9 | -0.1 | 0.6
CCOC(=O)N1CCC(NC(=O)c2ccc3c(c2)sc2nc(-c4ccccc4)cn23)CC1 | 6 | 9 | 0.3 | 0.0
COCc1cc(C)nc2sc3c(=O)oc(C)nc3c12 | 3 | 9 | 0.1 | 0.5
CC1CC(C)CN(CCCNC(=O)c2ccc3c(c2)NC(=O)C(N2CCCCC2)S3)C1 (stereo not given) | 3 | 0 | 0.0 | -0.1
O=c1[nH]c2sc3c(c2c2nncn12)CCCC3 | 0 | -10 | -0.1 | -0.8
CSc1ncc(CN2CCC(n3nccc3NC(=O)CC(C)C)CC2)cn1 | 0 | 3 | -0.1 | -1.2
Cc1cc(C)n(-c2cc(C)c3cccc([N+](=O)[O-])c3n2)n1 | 4 | 4 | -0.1 | 0.6
COC(=O)CN(Cc1ccco1)S(=O)(=O)c1ccccc1 | 17 | -4 | -0.1 | 2.9
N#CC1=C(N)OC2=C(C(=O)CC(c3ccccc3)C2)C1c1cccc(F)c1 (stereo not given) | 8 | 5 | 0.5 | 0.9
COc1cccc(-n2c(=S)sc3c(=O)n(-c4ccc(F)cc4)c(SC)nc32)c1 | 11 | -9 | -0.1 | 0.3
CC(=O)Nc1ccc(NC(=O)CCCc2c[nH]c3ccccc23)cc1 | -1 | -3 | -0.1 | -0.8
Cc1[nH]c2ccccc2c1C(c1c(C)[nH]c2ccccc12)c1c(C)[nH]c2ccccc12 | 20 | -11 | -0.4 | -0.3
CCOC(=O)c1ccc(N2C(=O)C3ON(c4ccccc4C)C(c4ccco4)C3C2=O)cc1 (stereo not given) | 14 | -1 | 0.6 | -0.9
CC(=O)N1c2cc(Br)ccc2NC(=O)CC1C (stereo not given) | 10 | 14 | 0.6 | -1.1
CC(=O)Nc1ccc(S(=O)(=O)N(c2nccs2)S(=O)(=O)c2ccc(NC(C)=O)cc2)cc1 | 5 | -5 | 0.7 | -1.8
Cc1ccc(C)c(S(=O)(=O)N2CCN3C(=O)[C@@H](CO)NC(=O)[C@H]3C2)c1 | -6 | -3 | 0.0 | 0.4
CC1CCCCC12NC(=O)N(CC(=O)Nc1ccccc1F)C2=O (stereo not given) | -14 | -2 | -0.1 | 1.5
Cc1ccc(C(=O)Nc2sc3c(c2C(=O)O)CCCCC3)cc1 | -3 | 83* | -0.1 | -3.2
COC(=O)C1CCN(c2cc(=O)n(-c3ccc(OC)cc3)c(=O)[nH]2)CC1 | 4 | -7 | 0.0 | -1.0
COCc1cc(C)nc2sc(C(=O)Nc3cccc(C(=O)O)c3)c(N)c12 | -7 | -32 | 0.2 | 0.8
COc1ccc(/C=N/NC(=O)c2ccccc2O)cc1Cn1nc(C)c([N+](=O)[O-])c1C | 0 | -8 | 0.0 | 0.1
CC(C)(C)c1cc(N2C(=O)C(=O)/C(=C(/O)c3ccccc3)C2c2ccc(Br)cc2)no1 (stereo not given) | 2 | 0 | 0.1 | 0.0
CCc1c(-c2ccccc2)n(CC(O)c2ccccc2)c2nc3c(c(=O)n(C)c(=O)n3C)n12 (stereo not given) | 10 | 39* | -0.1 | 3.1
CCN(Cc1ccccc1)C(=O)c1cccn2c(=O)c3c4c(sc3nc12)CCCC4 | -11 | -10 | -0.1 | -0.7
Cc1ccc(NC(=S)N(Cc2ccccc2)Cc2ccc(C)o2)cc1 | -2 | -11 | -0.2 | -0.5
Cc1ccc(N2C(=O)c3ccccc3NC2c2ccccc2)cc1C (stereo not given) | -3 | -35 | 0.1 | -0.8
COc1ccc(-n2nc(C(=O)NC3CCCC(C)C3C)c3ccccc3c2=O)cc1 (stereo not given) | 3 | 8 | -0.1 | -1.3
COC(=O)c1sc(N2C(=O)C(O)=C(C(=O)c3cccs3)C2c2ccc(C)cc2)nc1C (stereo not given) | 0 | -3 | -0.2 | 0.1
CN1C(=O)C(C)(C)c2cc(S(=O)(=O)N3CCC(C(=O)NC4CCCCC4)CC3)ccc21 | 9 | 10 | 0.1 | -0.8
COC(=O)c1sc2nc(C)c(C)c(C)c2c1N | -2 | -25 | 0.0 | -0.8
COC(=O)/C(=C\C(=O)c1ccccc1)Nc1ccccc1 | 14 | -40 | 0.1 | -0.9
COc1ccc(CCNc2nc(NC3CCN(Cc4ccccc4)CC3)ncc2C)cc1 | -9 | 1 | -0.2 | -0.3
CC(C)N(C(=O)C(=O)NC1CCCC1)C(C(=O)NCc1cccs1)c1ccc(F)cc1 (stereo not given) | -16 | 6 | 0.0 | 0.3
O=C(CCc1ccccc1)Nc1ccc(S(=O)(=O)N2CCCCCC2)cc1 | -10 | 2 | 0.0 | -0.6
The list continues.
SMILES | MITF inh | TEAD-YAP inh | FBW7 act | GPR151 ag
Cc1cc(NC(=O)c2ccc([N+](=O)[O-])cc2)no1 | 1 | -4 | -0.1 | -0.9
O=[N+]([O-])c1ccccc1/C=N/Nc1cccc2cccnc12 | 4 | -60 | 0.0 | 0.6
COc1ccc(CNCCCn2nc(C)cc2C)cc1 | 33 | -1 | -0.1 | -2.8
CCOC(=O)N1CCc2c(sc(NC(=O)Nc3ccccc3)c2C(=O)OC)C1 | -2 | -3 | -0.1 | -0.5
O=C(Nc1ccc(NC(=O)c2cc([N+](=O)[O-])ccc2Cl)cc1)c1cccc(Cl)c1 | 2 | 10 | 0.1 | 0.9
CCSCCOC(=O)C1=C(C)NC(=O)NC1c1cccc(O)c1 (stereo not given) | -2 | 1 | -0.2 | 2.0
COc1cccc(OCC(=O)Nc2ccc(C(N)=O)cc2)c1 | 20 | -1 | 0.4 | 1.6
CCCN1C(=O)c2cccc3cccc(c23)C1=O | -4 | 0 | 0.4 | 1.7
CC1(C)Cc2c(sc3nc(SCC(=O)c4ccccc4)n(-c4ccc(Br)cc4)c(=O)c23)CO1 | -1 | -1 | -0.2 | 0.4
Cc1ccc(C)c(S(=O)(=O)N2CCN3C(=O)[C@H](CC(C)C)N(C)C(=O)[C@H]3C2)c1 | -1 | 7 | -0.1 | -1.7
COc1ccccc1-c1nnc(SCc2ccccc2)o1 | 6 | -60 | 0.0 | -0.6
CN(C)S(=O)(=O)Nc1ccc(N2CCC(NCCSc3nccn3C)CC2)cc1 | 4 | 9 | 0.1 | -0.5
COc1ccc2nc(-c3ccc(OC)c(NS(=O)(=O)c4ccc(F)c(C)c4)c3)cn2n1 | -15 | -15 | -0.3 | 2.3
O=C(Cn1nnc(-c2ccccc2-n2cnnn2)n1)NCC1CCCO1 (stereo not given) | 2 | 2 | -0.2 | 0.1
Cc1cccc(NC(=O)C2C3C=CC4(O3)C2C(=O)N(CCC(C)C)C4C(=O)NC2CCCC(C)C2C)c1 (stereo not given) | 6 | 2 | 0.0 | -0.5

One compound at a time, from the list above. Screens in order: MITF inh, TEAD-YAP inh, FBW7 act, GPR151 ag
Results for Cc1cc(=O)n2nc(N3CCCC(C(=O)NCc4cccnc4)C3)sc2n1 (stereo not given) → 4, -14, -0.1, -1.6
Results for CC1(C)Cc2c(sc3nc(SCC(=O)c4ccccc4)n(-c4ccc(Br)cc4)c(=O)c23)CO1 → -1, -1, -0.2, 0.4
Results for CCOC(=O)c1ccc(N2C(=O)C3ON(c4ccccc4C)C(c4ccco4)C3C2=O)cc1 (stereo not given) → 14, -1, 0.6, -0.9
Results for Cc1[nH]c2ccccc2c1C(c1c(C)[nH]c2ccccc12)c1c(C)[nH]c2ccccc12 → 20, -11, -0.4, -0.3
Results for CCCOc1ccc(CNC(=O)CCCn2sc3ccccc3c2=O)cc1 → 5, -6, -0.2, -0.1

(further entries)
SMILES | MITF inh | TEAD-YAP inh | FBW7 act | GPR151 ag
Cc1csc(NC(=O)c2sccc2C)n1 | 2 | -27 | 0.1 | -9.5
Cc1ccc(N2CCOCC2)cc1 | 11 | 4 | -0.1 | 0.6
COc1ccc2nc(NCCNC(=O)c3ccc(OC)c(OC)c3)c(C#N)cc2c1 | -18 | -8 | 0.9 | -1.2
CCOC(=O)N1CCN(c2c(N3CC(C)CC(C)C3)c(=O)c2=O)CC1 (stereo not given) | -14 | 2 | -0.1 | -1.9
O=C(CCN1CCCCC1)N/N=C/c1cccnc1 | -3 | 0 | -0.2 | 3.6
Oc1ccc(-c2nc(-c3cccc(C(F)(F)F)c3)c(-c3ccccc3)[nH]2)cc1 | 7 | 12 | 0.2 | 5.8*
O=C(Nc1cccc(I)c1)c1ccc(Cl)c([N+](=O)[O-])c1 | 21 | 33* | -0.1 | -2.6
CC1=C(C(=O)N2CCOCC2)C(c2ccc([N+](=O)[O-])cc2)C2=C(CCCC2=O)N1 (stereo not given) | 3 | 7 | 0.0 | 1.0
CCOc1ccc(-c2csc(-c3cc4cc(Cl)ccc4oc3=O)n2)cc1 | -162 | 6 | 1.0 | -0.5
O=C1C(=O)N(c2ccc(O)cc2)C(c2ccccc2)/C1=C(\O)c1ccccc1 (stereo not given) | 4 | 3 | -0.1 | -1.9
Cn1c(=O)c2c(ncn2CC(=O)N/N=C/C=C\c2ccco2)n(C)c1=O | 13 | -2 | 0.0 | -0.5
CC(C)(C)c1ccc(S(=O)(=O)N/N=C/c2cccc(F)c2)cc1 | 2 | 2 | 0.0 | 0.2
O=C(Nc1nc2ccccc2s1)C1CC(=O)N(c2ccc(Cl)cc2)C1 (stereo not given) | 5 | 10 | 0.0 | 3.4
O=C1CCSc2c1cccc2C(=O)NCc1ccccn1 | 5 | 12 | 0.0 | -1.9
COc1ccc(CNC(=O)CN(C(=O)c2csnn2)c2cccc3ccccc23)cc1 | 4 | -1 | -0.1 | -0.7
NC(=O)COC(=O)COc1ccc(Nc2ccccc2)cc1 | 10 | 1 | 0.1 | 0.1
CC[C@@H](Cn1nc(-c2cccs2)ccc1=O)NC(=O)CCn1ncc2ccccc21 | 0 | 1 | -0.2 | 1.3

Quoted at random: three records from the list
SMILES | MITF inh | TEAD-YAP inh | FBW7 act | GPR151 ag
Cc1ccc(C)c(S(=O)(=O)N2CCN3C(=O)[C@@H](CO)NC(=O)[C@H]3C2)c1 | -6 | -3 | 0.0 | 0.4
CCSCCOC(=O)C1=C(C)NC(=O)NC1c1cccc(O)c1 (stereo not given) | -2 | 1 | -0.2 | 2.0
O=C(Nc1cn[nH]c1-c1ccc(F)cc1)c1ncn[nH]1 | 15 | -2 | 0.6 | 0.6

Bioassay records as filed in PubChem BioAssay.
